# NPSR antag: qHTS Assay for Antagonists of the Neuropeptide S Receptor: cAMP Signal Transduction | hit rate 1% among 220,000 | Potency, µM (doses to about 38.3 µM), for the others: at the top dose activity change, negative = inhibition, most hits filed as inhibitors | Q6W5P4 | CHO-NPSR cells, cAMP TR-FRET, antagonist mode; also: % is scaled to controls: 0 for no effect and ±100 for the full control effect; nearly all actives have a fitted effect of over 50% in size; many of its hits are not listed in these tables
# Target sequence (Q6W5P4 whole entry, looked up): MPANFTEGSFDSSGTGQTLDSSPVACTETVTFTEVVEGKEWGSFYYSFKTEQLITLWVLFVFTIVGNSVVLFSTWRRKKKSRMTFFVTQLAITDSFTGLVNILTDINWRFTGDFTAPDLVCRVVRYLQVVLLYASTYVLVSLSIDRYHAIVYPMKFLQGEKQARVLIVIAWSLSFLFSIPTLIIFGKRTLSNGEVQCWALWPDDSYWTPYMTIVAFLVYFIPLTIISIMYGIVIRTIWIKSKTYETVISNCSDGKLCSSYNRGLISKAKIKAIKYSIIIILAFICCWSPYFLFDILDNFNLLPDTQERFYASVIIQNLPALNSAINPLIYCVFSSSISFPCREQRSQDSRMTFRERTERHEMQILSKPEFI
# IMPase Li inh: qHTS Assay for Identifying the Cell-Membrane Permeable IMPase Inhibitors: Potentiation with Lithium | CHO-M1 cells, IP1 TR-FRET (IP-One), carbachol + lithium | Potency, µM (doses to about 59.4 µM), for the others: at the highest dose activity, negative = IMPase inhibition, hits mostly inhibitors | hit rate 0.35% among 210,000 | AID 1457, 2008;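 also: IP1 builds up when IMPase is blocked and the TR-FRET signal falls; plate controls were basal vehicle for no effect and high inhibitor control for full effect; nearly all actives have a fitted effect of over 50% in size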
#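 Lithium-sensitised IP1 accumulation assay; M1-expressing CHO cells treated 30 min at 37C with compound. Competitive antibody detection by time-resolved FRET followed a 10 min room-temperature lysis step.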
# Epigenetic derep: Quantitative High-Throughput Screen for Regulators of Epigenetic Control; murine LDR cells, GFP reporter derepression, 30 h; Potency, µM (highest dose often 53.9 µM), inactives show at the highest dose GFP activation, usual class: activators; hit rate 0.2% among 280,000; AID 1865, 2009; also: % of control where 0% means no effect; nearly all actives have a fitted effect of over 60% in size
#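 In this reporter-derepression format, murine cells bearing a silenced integrated CMV-GFP locus incubate with test compound (30 h, 37 C), then are washed and imaged; fluorescent objects of 20–120 um count as induced cells.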
# RECQ1 helicase: qHTS Assay for Inhibitors of RecQ-Like Dna Helicase 1 (RECQ1); ATP-dependent DNA helicase Q1 (Homo sapiens), P46063; RECQ1 DNA unwinding, red fluorescence kinetic read; Potency, µM (series often up to 57.3 µM), for inactives: at the top dose activity, negative = inhibition, actives largely listed as inhibitors; hit rate 0.54% among 240,000; AID 2549, 2010;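 also: plate controls were vehicle for no effect and no enzyme for full effect; nearly all actives have a fitted effect of over 30% in size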
# Target sequence (P46063 whole entry, looked up): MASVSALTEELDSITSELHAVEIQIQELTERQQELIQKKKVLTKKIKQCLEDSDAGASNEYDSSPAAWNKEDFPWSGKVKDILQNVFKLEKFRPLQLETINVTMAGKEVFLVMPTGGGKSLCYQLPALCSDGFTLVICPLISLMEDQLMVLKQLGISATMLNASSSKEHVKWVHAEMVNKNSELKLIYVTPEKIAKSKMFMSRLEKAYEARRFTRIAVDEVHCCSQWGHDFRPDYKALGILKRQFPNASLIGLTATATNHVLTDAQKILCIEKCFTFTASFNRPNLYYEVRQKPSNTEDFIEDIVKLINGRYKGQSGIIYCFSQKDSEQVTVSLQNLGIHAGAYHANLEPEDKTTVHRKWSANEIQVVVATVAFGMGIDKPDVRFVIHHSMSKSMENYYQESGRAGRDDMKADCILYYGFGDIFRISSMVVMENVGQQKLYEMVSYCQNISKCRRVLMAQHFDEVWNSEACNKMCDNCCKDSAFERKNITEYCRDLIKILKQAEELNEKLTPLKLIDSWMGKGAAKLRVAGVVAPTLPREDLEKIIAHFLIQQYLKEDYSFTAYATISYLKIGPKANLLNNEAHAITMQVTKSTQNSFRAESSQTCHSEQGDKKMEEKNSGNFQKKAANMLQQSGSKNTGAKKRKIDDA
#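 RECQ1T1 50 nM; forked duplex (20 bp + 30-nt ss tails) 200 nM, ATP 2 mM final; pH 8.0, 2 mM MgCl2, 2.5 ug/ml poly(dI-dC); 15 min compound preincubation; discontinuous kinetic read over 2 h at RT.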
# KDM4E inh: qHTS Assay for Inhibitors of Human Jumonji Domain Containing 2E (JMJD2E) | hit rate 1.6% among 230,000 | Potency, µM (top dose mostly 57.1 µM), inactives show at the top dose activity change, negative = inhibition, usual class: inhibitors | AID 2147, 2009 | JMJD2E catalytic domain, FDH-coupled NADH fluorescence (FDH is formaldehyde dehydrogenase) | Lysine-specific demethylase 4E (Homo sapiens), B2RXH2; active = well fitted inhibition curve with a large enough effect, not every such curve was filed as active; inconclusive = small, poorly fitted or top-dose-only effect, or another doubt; inactive = no such curve, though single readings can be large or run the other way;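 also: 0% = wells with enzyme and -100% = buffer wells without enzyme; nearly all actives have a fitted effect of over 50% in size; many of its hits are not listed in these tables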
# Luc counter: Counterscreen for Luciferase (Kinase-Glo TM) Inhibition | Potency, µM (series often up to 38.3 µM), without a hit: at the highest dose activity change, negative = inhibition, hits mostly inhibitors | Kinase-Glo luciferase, ATP luminescence, 8 min | hit rate 0.28% among 200,000 | AID 1379, 2008 | Luciferin 4-monooxygenase (Photuris pensylvanica), Q27757; also: % is scaled to controls: 0 for no effect and ±100 for the full control effect; nearly all actives have a fitted effect of over 60% in size
#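 Substrate mix (final 50 mM imidazole pH 7.2, 50 mM KCl, 7 mM MgCl2, 10 uM ATP, 0.01% Tween 20, 0.05% BSA) plus pin-tool compound, then Kinase-Glo detection mix; 8 min ambient, luminescence read.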
# SMN2 splice enh: qHTS Assay for Enhancers of SMN2 Splice Variant Expression; AID 1458, 2008; Potency, µM (highest dose often 46.1 µM), inactives show at the highest dose activity change, positive = activation, usual class: activators; HEK293 SMN2-luciferase splicing reporter, luminescence, 30-36 h; hit rate 2.8% among 210,000; also: % of control where 0% means no effect; nearly all actives have a fitted effect of over 55% in size
#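 HEK293 cells carry an SMN2 minigene-luciferase reporter in which exon 7 inclusion puts luciferase in frame. Cells were seeded at 2000 cells/well, attached for 10-12 hours, then exposed to compounds for 30-36 hours at 37C before ONE-Glo luminescence.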
# GoLoco inh red: qHTS Assay for Inhibitors of RGS12 GoLoco Motif Activity (Red Fluorophore) | hit rate 0.44% among 230,000 | Gai1:RGS12 GoLoco peptide FP, rhodamine, 10 min | Potency, µM (series often up to 61.6 µM), for inactives: at the highest dose activity, negative = inhibition, usual class: inhibitors | Guanine nucleotide-binding protein G(i) subunit alpha-1 (Homo sapiens), P63096; active = well fitted inhibition curve with a large enough effect, not every such curve was filed as active; inactive = no such curve, though single readings can be large or run the other way; also: % is scaled to controls: 0 for no effect and ±100 for the full control effect; nearly all actives have a fitted effect of over 30% in size; many of its hits are not listed in these tables
# Numbers without * were called inactive; i = inactive; ? = inconclusive; . = no result given; [ ] = another dose, or the depositor's remark. Unless noted, calls follow the shape of the dose curve; as a rule, active = well fitted curve in the direction sought with a large enough effect; inconclusive = small, poorly fitted or top-dose-only effect, or another doubt; inactive = no such curve, though single readings can be large; an effect the other way counts as inactive or inconclusive. Potency is read from the fitted curve at half-maximal effect. An excerpt; count on the stated rates, not on these rows.
SMILES,NPSR antag,IMPase Li inh,Epigenetic derep,RECQ1 helicase,KDM4E inh,Luc counter,SMN2 splice enh,GoLoco inh red
O=C(O)CCOc1ccc2c(c1)OCCO2,-24.5%[46.1 µM],11.5%[38.3 µM],-2.5%,-3.0%,-0.6%,1.6%,7.4%,4.9%
O=C(CSc1nnc(-c2cccnc2)o1)c1cc2ccccc2oc1=O,?,-0.9%[38.3 µM],0.0%,-0.3%,-18.8%,-4.1%,-7.0%,16.1%
COCCN(C(=S)Nc1ccccc1OC)C1CCN(C(C)=O)CC1,27.2%,-1.9%,0.9%,-6.9%,7.3%,-1.4%,-0.3%[1.84 µM],-4.8%
Cc1cc(-c2ccccc2)nc2cc(C(=O)NCc3ccco3)nn12,-26.6%,1.8%,-1.9%,-13.3%,?,-1.3%,13.3%,5.1%
O=C(CC1C(=O)NCCN1C(=O)Nc1ccccc1)Nc1ccc2c(c1)OCCO2 (stereo unspecified),0.5%[46.1 µM],6.8%[38.3 µM],-0.8%,3.4%,-4.5%,1.2%,-3.0%,1.7%
O=[N+]([O-])c1ccc(C=Nc2ccc(Cl)c([N+](=O)[O-])c2)s1,-24.7%,14.2%,6.5%[10.1 µM],?,14.1µM*,-0.5%,-47.5%[inhibitor],-3.4%
COc1ccccc1-c1noc(CCC(=O)Nc2cccc(C(F)(F)F)c2)n1,-13.0%,29.0%,1.0%,-6.4%,6.3%,4.7%,-79.1%[inhibitor],-1.5%
O=C(NCc1cccnc1)c1cc(-c2ccco2)on1,-8.8%[46.1 µM],4.2%[38.3 µM],0.0%,-16.4%,?,4.8%,7.1%,-9.4%
COc1ccc(OCCC(=O)NCCN2CCOCC2)cc1,7.3%,0.1%,-0.4%,-4.5%,12.8%,0.4%,0.4%,4.4%
C(=N\Nc1nc(N2CCCCCC2)nc(N2CCCCCC2)n1)/c1ccccc1,-41.0%,-3.3%,2.6%,-17.1%,-7.6%,0.5%,-25.1%,-8.0%
Cc1cc(NC(=O)c2cc3nc4c(c(C(F)(F)F)n3n2)CCc2ccccc2-4)no1,-7.5%[46.1 µM],-11.3%[38.3 µM],0.9%,-1.9%,?,-6.2%,6.1%,2.6%
CC(C)(C)c1cc(NC(=O)CCl)n(-c2ccccc2)n1,-54.9%,.,1.6%,i,3.9%,.,.,4.9%
Cc1ccc(C(=O)N(CN2CCCC2=O)c2ccc(F)cc2)cc1C,-4.4%[46.1 µM],5.2%[38.3 µM],-1.0%,-10.1%,0.4%,-3.9%,-20.5%,3.6%
CC(=O)c1ccc(N(C(=O)Cn2nnc3ccccc32)C(C(=O)NCc2ccccc2)c2ccccn2)cc1 (stereo unspecified),12.9%,3.9%,-1.1%,-8.8%,-2.6%,2.2%,10.8%,0.9%
CCC(=O)N1CCc2cc(Br)cc(S(=O)(=O)CCC(=O)NCc3ccco3)c21,7.0%,7.9%,-1.0%,-1.8%,1.7%,1.5%,-5.2%,4.7%
O=C(CNc1ccc2ccccc2c1)NNC1=NCCC1,6.1%,2.7%,-3.0%,-4.6%,?,-0.5%,2.6%,4.6%
CCCCn1c(=O)c(C(=O)N/N=C/c2ccc(F)cc2)c(O)c2ccccc21,18.4%,2.9%,-0.1%,i,3.6%,0.6%,-10.8%,6.7%
Cc1ccc2nc(N3C(=O)CNC3=S)sc2c1,?,.,?,i,11.9%,.,.,19.7%
CC(Cc1cccs1)NC(=S)Nc1ccc(F)cc1 (stereo unspecified),-14.2%,-5.8%,0.0%,-5.2%,-1.0%,2.1%,-8.4%,10.7%
Cc1cc(C)cc(OCc2ccc(C(=O)NN)o2)c1,-17.0%,.,0.1%,-4.0%,8.1%,.,.,6.5%
COc1ccc(C(=O)NCc2nnc(SCC(=O)N3CCc4ccccc43)n2C2CCCCC2)cc1,22.1%,-0.5%,3.0%,i,2.7%,2.1%,7.1%,-6.6%
Cc1csc(NC(=O)CNS(=O)(=O)c2cccs2)n1,?,7.1%[38.3 µM],-1.4%,-9.2%,0.3%,-5.1%,-7.8%,16.8%
Cc1ccc(C)c2[nH]c(=O)c(CCNC(=O)c3ccc4c(c3)OCO4)cc12,-13.6%[46.1 µM],17.4%[38.3 µM],0.4%,-9.1%,2.8%,1.7%,-7.0%,-12.9%
COCCCNC(=O)c1ccc(CS(=O)(=O)c2ccc(OC)cc2)o1,-2.8%[46.1 µM],25.7%[38.3 µM],0.0%,-1.5%,2.3%,-0.2%,-15.1%,-5.4%
O=C(N/N=C1\CCCc2oc(C(=O)O)cc21)c1ccccc1,-0.9%,4.2%,-1.0%,i,-2.7%,-0.2%,.,9.2%
Cc1nn(Cc2cccc(C(=O)O)c2)c(C)c1[N+](=O)[O-],-2.4%,.,-1.0%,-3.0%,3.9%,.,.,5.4%
CCC(NC(=O)c1ccccc1NC(=O)c1ccccc1)C(=O)NNC(=O)CSc1nc2ccccc2o1 (stereo unspecified),-2.6%,-1.8%,-1.3%,-2.9%,-10.9%,-0.4%,17.5%,-3.0%
COC(=O)C1=C(C)Nc2nc(-c3ccccc3)nn2C1c1ccc(C)o1 (stereo unspecified),-13.7%[46.1 µM],13.2%[38.3 µM],1.0%,-10.3%,0.5%,-1.8%,16.0%,3.3%
Cc1nn(-c2ncc(C(F)(F)F)cc2Cl)c(=O)n1-c1ccc(F)cc1,6.5%,-7.1%,-0.7%,-1.8%,-1.6%,1.8%,2.0%,21.8%
CCOC(=O)/C(C#N)=C/c1ccc(N2CCN(Cc3ccccc3)CC2)cc1,8.1%,7.6%,1.0%,-2.8%,-4.7%,1.4%,-2.7%,143.0%[activator]
O=C(CCc1nnc(Cc2cccc(C(F)(F)F)c2)o1)NC1CC1,-2.0%,8.2%,1.0%,i,5.4%,1.5%,.,-5.1%
COc1ccc(NS(=O)(=O)c2cccc(C(=O)NNC(=O)NCCCl)c2)cc1,14.0%,4.4%,-1.5%,3.9%,1.0%,5.8%,4.6%,1.4%
O=C(NCc1ccco1)C(NS(=O)(=O)c1cccc2nsnc12)c1ccccc1 (stereo unspecified),-9.4%[46.1 µM],-3.8%[38.3 µM],-1.0%,-3.5%,0.1%,1.3%,-5.4%,5.1%
Cc1c(C(=O)NCCSCc2ccc(F)cc2)cnn1-c1ccc(Cl)cc1,?,.,-0.3%,-17.1%,2.9%,.,.,-10.8%
CCn1nc(C)c(/C=N/NC(=O)Cn2cncn2)c1C,11.7%,.,2.1%,i,-1.1%,.,.,-23.2%
O=C(Nc1ccc2c(c1)OCO2)c1cc2ncc(Br)cn2n1,-4.8%[46.1 µM],14.5%[38.3 µM],0.0%,-1.7%,-6.4%,-0.9%,?,5.0%
O=[N+]([O-])c1cccc(-c2cn(-c3ccccc3)c(=S)[nH]2)c1,-9.4%,6.7%,2.5%,-2.1%,4.6%,-1.5%,-2.4%,-6.1%
CCCCc1nc2c(c3c1C[C@H](C)OC3)CN(C(=O)c1cc(I)ccc1F)CC2,.,13.5%,.,0.6%[11.5 µM],3.6%[11.4 µM],-2.6%[7.66 µM],-17.4%[9.22 µM],6.4%[14.2 µM]
CCn1c(-c2cc(-c3cc(C)ccc3C)nc3ccccc23)n[nH]c1=S,-30.4%,-2.6%,-7.9%,-6.6%,?,0.7%,-13.2%,-1.5%
COc1ccc(CC(NC(C)=O)C(=O)NC2CCN(c3ncccc3[N+](=O)[O-])CC2)cc1 (stereo unspecified),6.5%,4.7%,2.4%,-15.6%,-6.3%,3.6%,-8.4%,3.6%

# Sorted by molecular weight (smallest number first): some entries from above.
SMILES,NPSR antag,IMPase Li inh,Epigenetic derep,RECQ1 helicase,KDM4E inh,Luc counter,SMN2 splice enh,GoLoco inh red
O=C(N/N=C1\CCCc2oc(C(=O)O)cc21)c1ccccc1,-0.9%,4.2%,-1.0%,i,-2.7%,-0.2%,.,9.2%
Cc1csc(NC(=O)CNS(=O)(=O)c2cccs2)n1,?,7.1%[38.3 µM],-1.4%,-9.2%,0.3%,-5.1%,-7.8%,16.8%
CCCCc1nc2c(c3c1C[C@H](C)OC3)CN(C(=O)c1cc(I)ccc1F)CC2,.,13.5%,.,0.6%[11.5 µM],3.6%[11.4 µM],-2.6%[7.66 µM],-17.4%[9.22 µM],6.4%[14.2 µM]

# Additional compounds follow.
SMILES,NPSR antag,IMPase Li inh,Epigenetic derep,RECQ1 helicase,KDM4E inh,Luc counter,SMN2 splice enh,GoLoco inh red
CC(C)OCCCn1c(=NC(=O)c2cccs2)c(C#N)cc2c(=O)n3ccccc3nc21,-57.3%,.,0.8%,-1.4%,?,.,.,35.8%[activator]
COc1ccc(-c2coc3cc(O)ccc3c2=O)c(O)c1O,.,11.5%,0.0%,3.98µM*,11.2µM*,-4.7%,-4.5%,-2.6%
Cc1cccc(NC(=O)CSc2nnc(CSc3nc(C)cc(C)n3)o2)c1,-5.9%[46.1 µM],-6.6%[38.3 µM],1.9%,-16.1%,3.5%,-0.6%,8.6%,5.5%
Cc1cc(=O)oc2cc(OCc3ccc(C(=O)N4CCN(c5ccccc5)CC4)cc3)ccc12,-12.9%,8.3%,?,2.2%,16.2%,-1.3%,-19.6%,27.2%
CC1SC(C)C(=O)N(CC(=O)Nc2ccc3c(c2)OCO3)C1=O (stereo unspecified),-3.6%,-0.3%,-1.3%,-12.7%,?,-3.9%,2.3%,12.0%
O=S(=O)(Nc1nc2ccccc2nc1Cl)c1ccc(Br)cc1,-31.5%,?,-1.4%,-6.1%,?,10.4%,-76.9%[inhibitor],-15.7%
NCCCCC(NC(=O)C1CCCN1C(=O)C1CSSCC(N)C(=O)NC(Cc2ccc(O)cc2)C(=O)NC(Cc2ccccc2)C(=O)NC(CCC(N)=O)C(=O)NC(CC(N)=O)C(=O)N1)C(=O)NCC(N)=O (stereo unspecified),2.3%,-2.2%,0.3%,-3.1%,4.1%,3.8%,-14.5%,2.6%
